FUS suppressor: suppressors of FUS proteinopathy in yeast. S. cerevisiae FUS-expressing, growth rescue, OD600, 24 h. Potency, µM (highest dose often 76.6 µM), inactives show at the highest dose growth rescue (activation), hits mostly activators. hit rate 0.24% among 390,000. AID 1347120;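 further: potency means the concentration at half of the fitted maximal effect; plate controls were DMSO vehicle for no effect and reference control for full effect; nearly all actives have a fitted effect of over 55% in size; some results filed as inactive show a strong effect at the top dose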
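Yeast expressing FUS under galactose induction, OD 0.005 in 2% galactose medium; compounds in a dilution series, 24 h at 30C. Growth rescue by absorbance at 600 nm; CP55940 positive control, DMSO negative.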
EPAC2 antag: blocks human EPAC2 exchange factor; Q8WZA2; EPAC2 GEF exchange of Rap1B-BODIPY-GDP, fluorescence; Potency, µM (doses to about 114 µM), for inactives: top-dose activity, negative = inhibition, actives largely listed as inhibitors; hit rate 0.18% among 360,000; AID 720708; further: potency means the concentration at half of the fitted maximal effect; on the % scale 0 is the no-effect control and ±100 the full control effect; nearly all actives have a fitted effect of over 45% in size; many of its hits are not listed in these tables
Target sequence (Q8WZA2 whole entry, looked up): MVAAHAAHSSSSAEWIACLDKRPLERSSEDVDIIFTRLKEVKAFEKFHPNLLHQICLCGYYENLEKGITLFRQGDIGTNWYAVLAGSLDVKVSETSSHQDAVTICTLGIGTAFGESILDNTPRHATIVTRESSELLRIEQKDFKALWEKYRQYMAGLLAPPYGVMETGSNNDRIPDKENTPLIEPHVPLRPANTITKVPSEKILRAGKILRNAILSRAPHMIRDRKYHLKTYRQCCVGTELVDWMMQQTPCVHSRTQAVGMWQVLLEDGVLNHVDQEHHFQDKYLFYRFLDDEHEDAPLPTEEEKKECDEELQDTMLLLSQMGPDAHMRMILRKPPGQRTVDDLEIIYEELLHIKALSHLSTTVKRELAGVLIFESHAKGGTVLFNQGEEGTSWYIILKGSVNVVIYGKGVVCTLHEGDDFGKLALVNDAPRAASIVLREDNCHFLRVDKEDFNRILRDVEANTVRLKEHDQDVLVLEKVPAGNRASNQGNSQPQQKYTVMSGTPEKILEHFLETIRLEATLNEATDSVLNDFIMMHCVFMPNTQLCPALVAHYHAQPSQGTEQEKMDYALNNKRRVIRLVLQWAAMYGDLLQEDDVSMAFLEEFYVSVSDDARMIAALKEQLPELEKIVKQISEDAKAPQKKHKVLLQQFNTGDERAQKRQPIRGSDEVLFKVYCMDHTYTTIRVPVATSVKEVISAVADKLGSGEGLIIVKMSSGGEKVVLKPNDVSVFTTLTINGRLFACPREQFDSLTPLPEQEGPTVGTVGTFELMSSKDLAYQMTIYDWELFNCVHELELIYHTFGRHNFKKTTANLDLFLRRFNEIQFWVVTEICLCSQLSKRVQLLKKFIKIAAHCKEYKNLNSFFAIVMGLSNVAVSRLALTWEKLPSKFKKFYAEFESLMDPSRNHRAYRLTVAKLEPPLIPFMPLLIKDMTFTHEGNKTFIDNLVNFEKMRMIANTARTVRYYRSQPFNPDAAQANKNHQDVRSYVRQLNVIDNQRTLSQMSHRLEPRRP
Abeta yeast res: restores growth of yeast expressing A-beta42 peptide. yeast expressing A-beta42, growth rescue, OD600, 48 h; response scale: 0% DMSO, 100% iron-clioquinol control. Potency, µM (titrated, usually from 46.1 µM), inactives show top-dose growth rescue, usual class: activators. hit rate 0.063% among 410,000. AID 1347071; further: potency means the concentration at half of the fitted maximal effect; nearly all actives have a fitted effect of over 55% in size
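Yeast A-beta toxicity model in growth medium with pinned compounds, 48 h at 30 C; growth read as absorbance at 600 nm. Normalized to FeCl3/clioquinol equimolar mix (positive) and DMSO (negative).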
aSyn yeast inh: alpha-synuclein toxicity inhibition in yeast. Yeast expressing alpha-synuclein, growth rescue, BacTiter-Glo, 24 h. Potency, µM (highest dose often 46.1 µM), for the others: top-dose growth rescue (activation), most hits filed as activators. hit rate 0.14% among 370,000. AID 652106; further: potency means the concentration at half of the fitted maximal effect; % of control where 0% means no effect; nearly all actives have a fitted effect of over 65% in size
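Screening used galactose-induced yeast with toxic alpha-synuclein levels, exposed to compound for 24 hr at 30 deg C. Cell growth, read with BacTiter-Glo luminescence, gave the measured signal.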
EPAC2 agonist: activates human EPAC2 exchange factor; Q8WZA2; EPAC2 activation, biochemical qHTS; response scale: 100% = 6.5 mM cAMP response; Potency, µM (series often up to 154 µM), without a hit: top-dose activation, most hits filed as activators; hit rate 0.079% among 360,000; further: potency means the concentration at half of the fitted maximal effect; nearly all actives have a fitted effect of over 50% in size
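Compounds were titrated in qHTS against a Rap1B-BODIPY-GDP (250 nM) complex with EPAC2 (100 nM) and GDP (50 uM). BODIPY-GDP release tracked at 480/540 nm over 30 min at room temperature, normalized to 6.5 mM cAMP.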
DRD3 antagonist: blocks the human D3 dopamine receptor; D3R cells, DiscoveRx beta-arrestin luminescence, antagonist mode; active compounds read low; max response, negative = inhibition, %; hit rate 2.5% among 360,000; in the data active means max response below about -50%; inconclusive means no clear call, values can overlap the other calls; further: on the % scale 0 is the no-effect control and ±100 the full control effect; mostly tested at two doses, the higher about 12 µM
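Cells expressing the human receptor were seeded at 1500 cells/well, incubated overnight at 37 degrees C in 5% CO2, then exposed to library compounds with dopamine controls for 90 minutes at 37 degrees C before luminescent detection.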
D3 ag: activates the human D3 dopamine receptor; P35462; D3R DiscoveRx beta-arrestin cells, luminescence, 90 min; max activation, %; hit rate 0.58% among 410,000; AID 652048; in the data active means max activation above about 30%; further: 0% is about no effect; mostly tested at two doses, the higher about 12 µM
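Agonist-mode cell screen: cells plated at 1500/well and incubated overnight at 37 °C, then exposed to library compounds for 90 min at 37 °C. Detection reagent was added for 30–60 min at room temperature, and luminescence was read.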
TDP-43 yeast inh: rescues yeast growth from TDP-43 toxicity; TDP-43 expressing yeast growth rescue, BacTiter-Glo, 24 h; Potency, µM (titrated, usually from 46.1 µM), inactives show top-dose growth rescue (activation), usual class: activators; hit rate 1.8% among 410,000; AID 652104; further: potency means the concentration at half of the fitted maximal effect; % of control where 0% means no effect; nearly all actives have a fitted effect of over 50% in size
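Galactose-induced TDP-43 yeast, OD600=0.02, compound pinned; 24 hr, 30 deg C; BacTiter-Glo luminescence for growth. Inhibitors of TDP-43 toxicity read as activators.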
* hit, by the source's call; ? = inconclusive; / = no result given; & = joins results of further samples; [ ] = remark or other dose. Unless noted, the call rests on the fitted dose curve; in most records, active means well fitted curve in the direction sought with a large enough effect; inconclusive means small, poorly fitted or top-dose-only effect, or another doubt; inactive means no such curve, though single readings can be large; an effect the other way counts as inactive or inconclusive.

SMILES	FUS suppressor	EPAC2 antag	Abeta yeast res	aSyn yeast inh	EPAC2 agonist	DRD3 antagonist	D3 ag	TDP-43 yeast inh
Cc1cc(C(=O)Nc2c(C)n(C)n(-c3ccccc3)c2=O)cs1	6%	8%	19%	-1%	-4%	10	13	-19%
CCCC(=O)N1CCN(c2nnc(-c3ccc(C)cc3)c3ccccc23)CC1	-7%	-7%	1%	7%	0%	8	-2	0%
COC(=O)C(C)Sc1nc(N)c(NC(=O)c2ccco2)c(=O)[nH]1 (stereo not given)	-36%	3%	-3%	-3%	0%	-15	1	7%
Cc1ccc(S(=O)(=O)NCC(c2ccc(N(C)C)cc2)N2CCc3ccccc32)cc1 (stereo not given)	0%	/	-3%	/	/	/	-17	1%
CCOc1ccccc1NC(=O)C(OC(=O)c1cnc(C)cn1)c1ccccc1 (stereo not given)	23%	-22%	?	12%	12%	50	3	18µM*
Cc1cc2nc(NC(=O)C3(C)CCCN(C(C)C)C3)[nH]c2cc1C (stereo not given)	-4%	2%	6%	-7%	3%	-10	-14	-6%
O=C(CC(=O)c1ccccc1)Nc1ccccc1	0%	1%	-6%	-1%	13%	-7	-14	-13%
O=c1[nH]c2ccc(NS(=O)(=O)c3ccc(F)cc3)cc2s1	7%	/	-12%	/	/	/	-9	22%
Cc1ccccc1OCC(=O)Nc1ccc(-c2nc3ncccc3o2)cc1	-9%	/	-10%	/	/	/	9	14%
COc1ccccc1N(CC(=O)NCC(C)C)S(=O)(=O)c1cccs1	11%	4%	-8%	-2%	8%	-3	-11	1%
Cc1cc(C)c(NC(=O)CN(C2CCCCC2)C2CCCCC2)c(C)c1	-13%	-6%	3%	-8%	1%	15	-9	-15%
C=CCOC(=O)C(C#N)c1nc2ccccc2nc1N1CCN(c2ccccc2OCC)CC1 (stereo not given)	/	-9%	-4%	-11%	5%	-12	-11	9%
COc1ccc(CC(=O)NCC(c2cccs2)S(=O)(=O)c2ccc(F)cc2)cc1 (stereo not given)	30%	/	-1%	/	/	/	6	-1%
Cc1ccc(S(=O)(=O)NC(=O)Nc2ccc(Cl)cn2)cc1	-24%	-1%	1%	-11%	16%	1	4	-7%
CN1CCC(=NNC(=O)C(=O)NC2CCCCC2)CC1	-6%	7%	-5%	0%	19%	-1	-8	-23%
CCc1ccccc1NC(=O)C1CCN(S(=O)(=O)c2ccc3[nH]c(=O)ccc3c2)CC1	4%	/	-5%	-4%	/	/	-1	9%
O=C1c2ccccc2NC(c2ccc(-c3ccc(Br)cc3)o2)N1O (stereo not given)	?	10%	-11%	22µM*	-8%	10	13	-39%[inhibitor]
O=C1c2oc3ccccc3c(=O)c2C(c2ccc(O)cc2)N1Cc1ccc2c(c1)OCO2 (stereo not given)	6%	/	0%	/	/	/	-1	21%
COc1cc(NC(=O)C2=CC(c3ccc(C)cc3)=NS(=O)(=O)N2C)cc(OC)c1OC	-8%	0%	-9%	0%	15%	4	3	-4%
CCOC(=O)CN(C(=O)CN1CCOCC1)c1ccc(Br)cc1	10%	0%	-18%	-10%	8%	-3	0	6%

The closing two entries of the part above come first, to join the parts.
SMILES	FUS suppressor	EPAC2 antag	Abeta yeast res	aSyn yeast inh	EPAC2 agonist	DRD3 antagonist	D3 ag	TDP-43 yeast inh
COc1cc(NC(=O)C2=CC(c3ccc(C)cc3)=NS(=O)(=O)N2C)cc(OC)c1OC	-8%	0%	-9%	0%	15%	4	3	-4%
CCOC(=O)CN(C(=O)CN1CCOCC1)c1ccc(Br)cc1	10%	0%	-18%	-10%	8%	-3	0	6%
CCOC(=O)C(C#N)=C1CCN(Cc2ccccc2)CC1	-26%	7%	-1%	-1%	8%	-10	-2	10%
CCOC(=O)Nc1ccc2c(COC(=O)C(NS(=O)(=O)c3ccc(Cl)cc3)C(C)O)cc(=O)oc2c1 (stereo not given)	29%	-6%	10%	4%	-2%	22	3	12%
N#C/C(=C\c1ccccc1C(F)(F)F)C(=O)Nc1ccccc1	/	-9%	6%	-1%	13%	0	-12	3%
CC1=C(C(=O)OCc2ccccc2)C(c2ccccc2)NC(=O)N1 (stereo not given)	7%	-4%	-10%	5%	1%	33	3	14%
COc1cccc2c1cc1c(=O)n(CC(=O)N3CCCC3)nc(C)n12	21%	1%	-19%	2%	3%	-1	1	-7%
O=S1(=O)CC(N2CCCCC2)CN1Cc1cn(Cc2ccc(F)cc2)nn1 (stereo not given)	-6%	12%	-11%	-10%	11%	6	0	10%
COc1ccc(S(=O)(=O)N2CCCOC2CNC(=O)C(=O)NCCCn2ccnc2)cc1 (stereo not given)	-12%	1%	5%	-1%	7%	-3	6	-15%[0.397 µM]
Cc1nc(Nc2ccccc2Cl)sc1C(=O)Nc1ccccc1	26%	-4%	-18%	-10%	5%	7	-9	10%
COc1ccccc1CNC(=O)COc1ccc2c(c1)CCC2	12%	-11%	-5%	9%	3%	7	-5	18%
CC(=O)Nc1ccc(C(=O)COC(=O)c2c(C)noc2C)c(F)c1	/	22%	0%	-4%	-2%	-14	-9	-28%
Cc1c(Cl)cccc1Nc1nc(N)nc(CN2CCc3ccccc3C2)n1	29%	-6%	-8%	1%	3%	-64*	-15	11%
COc1ccccc1-c1noc2c1C(=O)N(Cc1cn(-c3ccccc3)nn1)CC2	14%	-24%	-13%	-4%	-9%	0	-21	-29%
CS(=O)(=O)N(CC(=O)Nc1cccc(F)c1)c1cccc([N+](=O)[O-])c1	1%	-1%	19%	2%	-4%	-21	1	-4%
COc1ccc(CN2CC(=O)N3[C@H]4c5cc(C)ccc5OC[C@@H]4[C@H](c4ccccc4)[C@]3(C)C2=O)cc1	?	0%	?	1%	-6%	8	14	?
CCn1c2ccccc2c2cc(/C=N/n3cn[nH]c3=S)ccc21	44%	-5%	2%	17%	23%	-16	-5	16µM*
Cc1nnc(NC(=O)CCC2CCCCC2)s1	-26%	1%	6%	4%	-19%	3	1	?
c1ccc(CSc2nnc3ccc(-c4ccncc4)nn23)cc1	-10%	6%	3%	1%	2%	4	-7	3%
CN=C(N)NCCC[C@H](N)C(=O)O	-40%	7%	-2%	16%&-8%	9%	3	21&-16&11&-12	20%
COc1ccc(NC(=O)Cn2nnc(-c3ccccc3NC(=O)C3CC3)n2)cc1	-18%	-4%	-11%	6%	-10%	-2	-10	4%
CCCOc1ccc(OCCCCNC(C)CC)cc1 (stereo not given)	0%	3%	-6%	0%	0%	-55*	2	-2%
COc1cccc(C2c3[nH]c4ccccc4c3CCN2C(=O)c2ccccc2F)c1OC (stereo not given)	?	2%	-18%	?	22%	-5	-9	-14%
CN(C)CCOc1ccc(Cl)cc1C(C)(C)C	2%	13%	-1%	8%	-4%	-51*	-44	-7%[9.22 µM]
COC(=O)CSc1nnc(-c2ccc(S(=O)(=O)N3CCC(C)CC3)cc2)o1	15%	-23%	-6%	-1%	-16%	-2	1	?
CC1=NNC(=O)/C1=C\c1cn(-c2ccccc2)nc1-c1ccc(Cl)cc1	/	-16%	-45%[inhibitor]	-26%	-9%	?	7	10µM*
Cc1cc(N)n(-c2ccc(C(=O)O)cc2)n1	29%	-5%	-20%	0%	-4%	4	1	-7%
O=S(=O)(Nc1nccs1)c1ccc(NCc2cc(Br)cc(Br)c2O)cc1	-15%	2.8µM*	-14%	2%	6%	-27	-18	-4%
CC(=O)OCC1=C(C(=O)O)N2C(=O)[C@@H](NC(=O)Cc3cccs3)[C@H]2SC1	14%	9%	-7%	0%&-8%	7%	7	-14&2	10%
Cc1ccc(C(=O)N2CC(=O)NC(=O)C2)cc1	-19%	3%	-11%	-7%	6%	4	3	1%
CC1CCN(C(=O)Cn2c(=O)n(CC3CCC(C(=O)NC(C)C)CC3)c(=O)c3sccc32)CC1 (stereo not given)	-15%	/	-7%	/	/	/	12	14%
COc1ccc([C@@H]2COc3c(ccc4c3C=CC(C)(C)O4)C2)c(OC)c1	1%	-3%	-11%	-1%	9%	0	33*	15%
Cc1ccc(CCNC(=O)C2CC(c3cc(C(F)(F)F)cc(C(F)(F)F)c3)=NO2)cc1 (stereo not given)	-2%	-15%	24%	2%	-17%	19	-2	10%
C#CCOc1ccc(CNC[C@H]2O[C@@H](n3ccc(=O)[nH]c3=O)[C@H](O)[C@@H]2O)cc1	-1%	7%	-9%	1%	3%	0	-9	10%
O=C(O)c1ccc(/C=C2\SC(=S)N(NC(=O)c3ccccc3[N+](=O)[O-])C2=O)cc1	-24%	1%	-7%	4%	13%	-19	1	21%
CCN1CCN(c2nc(-c3ccccc3)c3ccccc3n2)CC1	6%	0%	-3%	2%	7%	-82*	-24	-6%
Cc1ccc(NC(=O)Nc2ccc(F)cc2F)c(OC(F)F)c1	-38%	0%	-9%	-1%	4%	-11	-5	7%
COc1ccc(-c2cc3nc(N)cc(=O)n3[nH]2)cc1	-9%	/	-6%	/	/	/	-12	5%
O=C(NCc1ccc(OC(F)(F)F)cc1)C1CC(c2ccc(C(F)(F)F)cc2)=NO1 (stereo not given)	11%	-9%	6%	2%	-7%	10	12	4%
Cc1ccccc1OCC(=O)OCc1cc(=O)n2nc(C3CCCCC3)sc2n1	14%	/	6%	/	/	/	9	14%
CC(=O)N1N=C(c2ccco2)CC1c1ccc(Br)cc1 (stereo not given)	11%	-5%	0%	4%	14%	-3	12	20µM*
O=C(NC(Cc1c[nH]c2ccccc12)C(=O)O)/C(=C/c1ccco1)NC(=O)c1ccccc1 (stereo not given)	18%	-3%	-13%	0%	5%	-2	15	-5%[9.22 µM]
COc1ccc(CN2CCN(C(=O)CC(C)C)CC2)c(OC)c1OC	4%	4%	4%	0%	3%	15	-9	-9%
COc1cc2c(cc1OC)C1CC(=O)C(CC(C)C)CN1CC2 (stereo not given)	/	-4%	-1%	5%&2%	-2%	5	-36	23%
O=C(NC(NNc1ccc([N+](=O)[O-])cc1)(C(F)(F)F)C(F)(F)F)c1ccccc1Cl	25%	-9%	-3%	22%	-4%	?	-6	7%
CCOC(=O)C(CC)n1cnc2c(oc3ccccc32)c1=O (stereo not given)	-20%	9%	-16%	0%	-1%	7	1	18%

High-throughput results (PubChem)

Not all compounds are listed; count on the stated rates, not on these rows.
